Screening data: PubChem BioAssay, National Center for Advancing Translational Sciences (NCATS)
ASM inhibitor: Inhibitors of Secretory Acid Sphingomyelinase (S-ASM): qHTS; Sphingomyelin phosphodiesterase (Homo sapiens), P17405; placental ASM, HMU-PC fluorogenic substrate, 60 min; Potency, µM (doses to about 57.5 µM), for inactives: at the highest dose activity change, negative = inhibition, actives largely listed as inhibitors; actives 0.006% (n = 340,000); also: potency is read from the fitted curve at half-maximal effect
Target sequence (P17405 47-631 limits assumed): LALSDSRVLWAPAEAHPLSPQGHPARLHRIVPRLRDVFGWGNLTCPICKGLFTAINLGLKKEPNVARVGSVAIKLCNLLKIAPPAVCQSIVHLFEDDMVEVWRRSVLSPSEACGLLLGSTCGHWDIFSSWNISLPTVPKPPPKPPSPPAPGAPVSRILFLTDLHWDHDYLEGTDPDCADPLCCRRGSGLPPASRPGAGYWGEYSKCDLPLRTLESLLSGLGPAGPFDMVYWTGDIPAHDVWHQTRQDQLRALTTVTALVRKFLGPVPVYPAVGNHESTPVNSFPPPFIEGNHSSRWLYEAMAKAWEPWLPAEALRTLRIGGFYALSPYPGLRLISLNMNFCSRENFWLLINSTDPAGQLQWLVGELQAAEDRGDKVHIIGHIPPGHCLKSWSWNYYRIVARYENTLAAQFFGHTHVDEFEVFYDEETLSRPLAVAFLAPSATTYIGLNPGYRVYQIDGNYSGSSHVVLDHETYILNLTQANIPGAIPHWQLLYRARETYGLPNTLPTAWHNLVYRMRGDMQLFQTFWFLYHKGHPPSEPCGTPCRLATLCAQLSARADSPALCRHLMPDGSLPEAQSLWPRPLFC
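qHTS format. ASM enzyme prepared from human placenta hydrolyses the fluorogenic substrate HMU-PC0 (9 uM final) over 60 min at 37 °C after a 10 min compound preincubation.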
KCNH2 WT inh: qHTS for Inhibitors of KCHN2 3.1: Wildtype qHTS. U2OS, BacMam KCNH2, thallium flux FluxOr; stronger effect = lower value. activity change, % at 1.84 µM. actives 0.37% (n = 340,000). AID 720551, 2013;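 active = maximum activity change below -70%; inconclusive = maximum activity change between -70% and -50%; inactive = maximum activity change above -50%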; also: % is scaled to controls: 0 for no effect and ±100 for the full control effect
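U2OS cells were transduced with wild-type KCNH2 virus (2.03 x 10^8 / mL) for 4 h at room temperature, then cultured overnight at 37 C. Thallium flux was read with FluxOr dye. Rate constants were normalized to DMSO controls.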
BCR signal inh: qHTS Assay to Find Inhibitors of Chronic Active B-Cell Receptor Signaling. ABC-DLBCL IkBa-CBG/CBR reporter, luminescence ratio, 4 h. Potency, µM (titrated, usually from 46.1 µM), for inactives: at the top dose ratio change, negative = lower green/red ratio, actives largely listed as inhibitors. actives 0.05% (n = 340,000); active = well fitted inhibition curve with a large enough effect in the signal ratio, with a control signal flat, not every such curve was filed as active; inconclusive = small, poorly fitted or top-dose-only effect, or effect the other way, or a change in a side signal; the % refers to the signal ratio;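 also: potency is read from the fitted curve at half-maximal effect; plate controls were basal doxycycline-induced cells for no effect and cells given 10 µM MG132 for full effect; MG132 reads +100%, hits lower the ratio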
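Compounds up to 46 uM were incubated four hours with TMD8 cells whose green CBG68 luciferase is fused to IkappaBalpha; red CBR luminescence normalised the signal, and concentration-effect curves were fitted to fusion, red and ratio data.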
PKM2 activator: qHTS Assay for Activators of Human Muscle isoform 2 Pyruvate Kinase | Pyruvate kinase PKM (Homo sapiens), P14618 | purified PKM2, Kinase-Glo ATP luminescence, activation; response scale: 0% is enzyme alone, no compound | Potency, µM (highest dose often 57.5 µM), for the others: at the highest dose activation, actives largely listed as activators | actives 0.34% (n = 260,000) | AID 1631, 2009; also: potency is read from the fitted curve at half-maximal effect; % is scaled to controls: 0 for no effect and ±100 for the full control effect; nearly all actives have a fitted effect of over 55% in size
Target sequence (P14618 whole entry, looked up, canonical isoform): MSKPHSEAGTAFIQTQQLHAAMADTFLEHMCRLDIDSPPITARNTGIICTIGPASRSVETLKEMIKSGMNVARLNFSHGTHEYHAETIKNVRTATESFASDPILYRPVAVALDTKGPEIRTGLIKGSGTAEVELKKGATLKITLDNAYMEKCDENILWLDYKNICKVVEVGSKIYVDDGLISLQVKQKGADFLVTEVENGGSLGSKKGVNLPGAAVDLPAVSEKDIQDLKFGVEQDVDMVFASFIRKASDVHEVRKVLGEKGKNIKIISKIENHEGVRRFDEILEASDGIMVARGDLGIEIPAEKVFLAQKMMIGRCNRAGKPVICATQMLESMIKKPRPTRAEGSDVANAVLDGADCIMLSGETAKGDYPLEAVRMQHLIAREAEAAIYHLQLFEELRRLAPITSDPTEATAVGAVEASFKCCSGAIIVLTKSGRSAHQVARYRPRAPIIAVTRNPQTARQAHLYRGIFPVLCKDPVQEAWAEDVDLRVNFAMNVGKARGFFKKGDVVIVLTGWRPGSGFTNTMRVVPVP
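ATP formation by purified human PK-M2, quantified via coupled luciferase luminescence after 1 h at room temperature with 0.1 mM ADP and 0.5 mM PEP final.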
Eya2 phos inh: qHTS Assay for Inhibitors of the Phosphatase Activity of Eya2. recombinant Eya2, OMFP fluorescence dephosphorylation (OMFP is methylfluorescein phosphate). actives 0.006% (n = 330,000). Potency, µM (highest dose often 76.9 µM), inactives show at the highest dose activity, negative = inhibition, hits mostly inhibitors. Protein phosphatase EYA2 (Homo sapiens), O00167; also: potency is read from the fitted curve at half-maximal effect; % is scaled to controls: 0 for no effect and ±100 for the full control effect
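Eya2 (0.2 uM) preincubated 10 min at ambient with compound, then OMFP substrate added at 50 uM; 10 min reaction in 50 mM HEPES pH 7.5, 50 mM NaCl, 5 uM MgCl2, 0.05% BSA, 1 mM DTT. Fluorescence read at Ex 485/Em 525 nm.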
MBNL1-CUG inh: qHTS Assay for Inhibitors of MBNL1-poly(CUG) RNA binding. TR-FRET MBNL1-His/biotin-(CUG)12 binding, 665/545 ratio. actives 0.036% (n = 280,000). Muscleblind-like protein 1 (Homo sapiens), Q9NR56. Potency, µM (series often up to 57.5 µM), for inactives: top-dose activity change, negative = inhibition, most hits filed as inhibitors. AID 2675, 2010; active = well fitted inhibition curve with a large enough effect in the signal ratio, with a control signal flat, not every such curve was filed as active; inconclusive = small, poorly fitted or top-dose-only effect, or effect the other way, or a change in a side signal; inactive = no such curve, though single readings can be large or run the other way; the % refers to the signal ratio; also: potency is read from the fitted curve at half-maximal effect; % is scaled to controls: 0 for no effect and ±100 for the full control effect
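TR-FRET between His-tagged MBNL1 and biotin-(CUG)12 RNA, detected with Tb anti-His antibody (0.055 ng/ul) and streptavidin-XL665 (5 nM), 60 min at room temperature. Compounds titrated 92 nM to 58 uM; 665/545 nm ratio normalized to buffer and complex controls.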
USP2a block: qHTS Assay for Inhibitors of Ubiquitin-specific Protease USP2a Using CHOP2 as the Reporter; USP2 core, Ub-CHOP2 coupled fluorogenic reporter, 485/531; Potency, µM (highest dose often 38.3 µM), without a hit: top-dose activity change, negative = inhibition, usual class: inhibitors; actives 0.01% (n = 330,000); Ubiquitin carboxyl-terminal hydrolase 2 (Homo sapiens), O75604;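 also: potency is read from the fitted curve at half-maximal effect; plate controls were DMSO wells for no effect and full inhibition by NEM control for full effect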
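Deubiquitinase activity read as fluorescence (485/531 nm) after Ub-CHOP2 cleavage activates the enterokinase reporter on its substrate; USP2 core 10nM, Ub-CHOP2 and substrate 25nM each, 30min compound preincubation then 60min RT; data normalized to NEM, curves fitted.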
TSHR antag: Antagonists of the Thyroid Stimulating Hormone Receptor: HTS campaign. Thyrotropin receptor (Homo sapiens), P16473. activity change, negative = inhibition, % at 11.5 µM. TSHR-expressing cells, TSH-stimulated cAMP HTRF, 2 h; stronger effect = lower value. actives 0.2% (n = 330,000);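 active = activity change below a set negative limit, meaning inhibition stronger than a set level, cut at about -70% in these data; inconclusive = activity change between two set negative limits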; also: % is scaled to controls: 0 for no effect and ±100 for the full control effect
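TSHR-expressing cells were treated with compounds, then stimulated with TSH at EC80 (4nM final) for 2 hours at 37 deg C. Cellular cAMP was measured by HTRF competition between lysate cAMP and cAMP-d2 for a cryptate-labelled anti-cAMP antibody.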
Menin MLL FP TR: qHTS Assay for Inhibitors Targeting the Menin-MLL Interaction in MLL Related Leukemias: Competition With Texas Red Labeled MLL-derived Mutant Peptide. actives 0.23% (n = 270,000). Menin + Texas Red MLL mutant peptide, fluorescence polarization. Potency, µM (doses to about 61.6 µM), without a hit: at the top dose FP activity change, negative = inhibition, hits mostly inhibitors; active = well fitted inhibition curve with a large enough effect in the polarisation, with a control signal flat, not every such curve was filed as active; inconclusive = small, poorly fitted or top-dose-only effect, or effect the other way, or a change in a side signal; inactive = no such curve, though single readings can be large or run the other way; the % refers to the polarisation; also: potency is read from the fitted curve at half-maximal effect; % of control where 0% means no effect; many of its hits are not listed in these tables
Mito fusion act: qHTS Assay for Small Molecule Inhibitors of Mitochondrial Division or Activators of Mitochondrial Fusion. S. cerevisiae fusion-defective mutant growth rescue, CellTiterGlo 48 h. Potency, µM (doses to about 46.1 µM), without a hit: at the top dose growth rescue (activation), actives largely listed as activators. actives 0.23% (n = 320,000). AID 485298, 2010;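 also: potency is read from the fitted curve at half-maximal effect; % of control where 0% means no effect; nearly all actives have a fitted effect of over 45% in size; temperature-sensitive fusion mutants such as fzo1-1 at 37 °C on non-fermentable ethanol glycerol medium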
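Compounds are tested for their ability to restore growth of mitochondrial fusion-defective yeast strains at non-permissive 37C in YPEG medium over 48 hours. Viability is quantified by luciferase luminescence.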
GALK inhibitor: qHTS Assay for Inhibitors of Human Galactokinase (GALK); P51570; Purified GALK, Kinase-Glo residual ATP luminescence; Potency, µM (series often up to 57.5 µM), for inactives: top-dose activity change, negative = inhibition, actives largely listed as inhibitors; actives 0.007% (n = 270,000); also: potency is read from the fitted curve at half-maximal effect; % is scaled to controls: 0 for no effect and ±100 for the full control effect
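Galactose (100 uM) and ATP (35 uM) were turned over by 5 nM GALK for 1 h at RT. Kinase-Glo Plus then converted the remaining ATP into a luminescent signal.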
Active calls of the source: *; ? = inconclusive; . = not tested or not shown; & = joins results of further samples; [ ] = remark or other dose. Unless noted, calls follow the shape of the dose curve; as a rule, active = well fitted curve in the direction sought with a large enough effect; inconclusive = small, poorly fitted or top-dose-only effect, or another doubt; inactive = no such curve, though single readings can be large; an effect the other way counts as inactive or inconclusive.

SMILES	ASM inhibitor	KCNH2 WT inh	BCR signal inh	PKM2 activator	Eya2 phos inh	MBNL1-CUG inh	USP2a block	TSHR antag	Menin MLL FP TR	Mito fusion act	GALK inhibitor
COc1cccc(S(=O)(=O)NCC(=O)N2CCCCCC2)c1	1%	2	6%	-12%	7%	1%	0%	7	-23%	2%	2%
CCOc1cc(CNc2ccc3c(c2)OCCO3)cc(Br)c1OCC	-20%	-4	?	6%	-18%	8%	2%	7	2%	3%	0%
O=C(CN(c1ccc(Cl)cc1)S(=O)(=O)c1ccccc1)N1CCN(c2ccccc2)CC1	-6%	-7	?	0%	-5%	-1%	0%	-6	3%	10%	1%
COc1ccc(-c2nc(CN3CCN(c4cc(C)nc(C)c4)CC3)c(C)o2)c2ccccc12	18%	21	-2%	6%	0%	-5%	3%	-10	0%	-10%	3%
O=C(CSc1ncn[nH]1)Nc1ccc([N+](=O)[O-])cc1Br	-3%	11	-5%	7.1µM*	3%	.	2%	-12	-18%	0%	2%
O=C(Nc1ccccc1)c1csc(-c2ccccc2)n1	3%	1	?	0%	3%	0%	1%	-7	15%	0%	-2%
COc1cc(S(=O)(=O)N2CCN(C(=O)c3ccco3)CC2)c(OC)cc1C	1%	0	-10%	-3%	-9%	0%	-10%	9	-25%	2%	7%
C=CCNC(=S)Nc1c(N)n(C)c(=O)n(C)c1=O	8%	-2	0%	1%	-21%	-6%	-1%	15	.	-1%	.
Cc1cccc(NC(=O)CSc2ncnc3c2oc2ccccc23)c1	-6%	3	2%	12%	-5%	?	-1%	7	9%	2%	3%
CCOC(=O)c1c2ccc(OCC(=O)NN)cc2n2ccccc12	.	-9	?	-3%	11%	26%	2%	-10	?	-4%	6%
COc1cccc(CNS(=O)(=O)c2ccc3c(c2)CCN3C(=O)C2CC2)c1	-3%	10	-12%	?	-10%	-3%	2%	-8	-7%	-8%	-1%
CC1(c2ccc(Cl)cc2Cl)NC(=O)N(CC(=O)Nc2ccc3[nH]c(=O)[nH]c3c2)C1=O (stereo not drawn)	-3%	26	?	.	-24%	.	1%	13	.	-3%	.
COc1ccc(/C=C/C(=O)c2ccc(NC(=O)c3cccs3)cc2)cc1OC	78%	-4	?	-3%	-10%	11%	-1%	-13	89%[activator]	5%	-1%
CC1CCC(N2CC(=O)N(Cc3ccc4c(c3)OCO4)C(c3ccc(F)cc3)C2=O)CC1 (stereo not drawn)	-2%	-24	-1%	4%	10%	-7%	2%	-3	0%	12%	0%
CCOc1ccccc1N1CCN(C(=O)C(F)(F)F)CC1	0%	0	-38%	7%	-28%	-3%	0%	4	1%	0%	3%
O=C(c1ccc2nc[nH]c2c1)N1CCN(c2cccc(C(F)(F)F)c2)CC1	-1%	11	0%	.	-9%	-3%	1%	15	.	-6%	-1%
COc1ccc(Cl)cc1NC(=O)CN(C)C(=O)Cn1cnnn1	-2%	-2	-19%	.	1%	.	2%	-4	.	.	.
CCCC(=O)Nc1c(-c2ccccc2OC)c(=O)c2ccccc2n1C	6%	4	2%	0%	18%	.	3%	10	.	-3%	1%
C[C@@H](C(=O)O)[C@H]1C[C@]1(C)[C@H](NC(=O)OCc1ccccc1)c1ccccc1	5%	.	?	-4%&-1%	6%	-42%	0%	2	-16%&-3%	-19%	.
CCN1CCC(=NNC(=O)c2ccc(C)c([N+](=O)[O-])c2)CC1	-1%	1	3%	6%	2%	21%	1%	3	0%	0%	-3%
C[C@H](NC(=O)c1ccccc1)C(=O)Nc1nc(-c2ccccn2)cs1	3%	-7	?	7%	1%	-3%	1%	11	-2%	-3%	-3%
COc1ccc(CNC(=O)/C=C/c2ccc(OCCCF)cc2)cc1	-2%	-8	-12%	-7%	5%	8%	1%	18	.	-10%	-3%
CCc1ccc(C(=O)NNc2ccc(F)cc2F)cc1	-2%	-3	-1%	0%	-5%	-10%	0%	-3	.	1%	3%
O=C(NC1CCCCC1)C(c1ccc2ncccc2c1)N(Cc1ccco1)C(=O)c1ccc2c(c1)OCCO2 (stereo not drawn)	-1%	0	-2%	-3%	4%	-6%	0%	-2	-17%	1%	0%
COc1ccc(C(=O)Nc2c(N)nc(SCC(=O)NCC3CCCO3)[nH]c2=O)cc1 (stereo not drawn)	2%	-3	?	-3%	-10%	-9%	4%	6	.	1%	4%
CC1CN(C(=O)CN2C(=O)NC3(CCCC3)C2=O)C(=Nc2cccc(S(=O)(=O)N(C)C)c2)S1 (stereo not drawn)	0%	7	?	.	-6%	.	-1%	-3	.	-2%	.
COC(=O)c1ccc2nc(-c3ccc4c(c3)OCO4)cn2c1	68%[activator]	-8	11%	2%	3%	11%	0%	-1	-8%	0%	-1%
COc1ccc(CN2CCN(C(C)C(=O)NC(C)c3ccc(F)cc3)CC2)cc1F (stereo not drawn)	3%	3	11%	3%	-3%	-5%	-1%	-2	-10%	12%	11%
CC(C)c1ccc(CN2CCC(Oc3ccc(C(=O)N4CCCC4)cc3)CC2)cc1	1%	?	3%	-2%	14%	1%	1%	2	?	0%	6%
O=C(NC(=S)N1CCOCC1)C12CCC3CC(CC(C3)C1)C2	0%	-6	0%	-22%	1%	-13%	0%	19	-18%	2%	2%
CCOc1ccc(C(=O)NCC(=O)N2CCN(c3ccccc3O)CC2)cc1	-2%	-5	-3%	6%	1%	0%	-1%	2	-8%	-8%	-1%
CC1Sc2ccc(C(=O)OCc3ccccc3Cl)cc2NC1=O (stereo not drawn)	-3%	2	?	.	-24%	.	1%	-22	.	8%	.
COc1cccc(CC(NC(C)=O)C(=O)NC2CCN(S(=O)(=O)c3ccc(C)cc3)CC2)c1OC (stereo not drawn)	7%	1	0%	1%	-8%	4%	1%	-2	-2%	8%	-2%
O=C1CC[C@@H](CN(Cc2ccccn2)Cc2nc(Cc3cccc(C(F)(F)F)c3)no2)N1	0%	-42	22%	-2%	10%	-2%	7%	1	?	3%	1%
O=C(Nc1ccc(N2CCN(C(=O)c3ccco3)CC2)cc1)c1ccc(Br)cc1	-6%	26	-2%	.	3%	-16%	1%	-13	1%	0%	-1%
Fc1cccc(CCN2C(=S)NC[C@@H]2CC2CCCCC2)c1	-7%	0	1%	-1%	-12%	-3%	-12%	-11	.	-9%	-3%
O=C(O)Cn1c(O)c(C=Nc2ccccc2)sc1=S	-2%&9%	0&-8	?	-6%&-7%	-23%&-4%	?	2%&6%	-2&8	?	-4%&0%	-3%&-1%
O=C1SC(SCc2ccccc2)=N/C1=C\c1ccc(C(=O)O)cc1	8%	-6	?	-1%	9%	6%	-2%	25	6%	2%	6%
CCCCS(=O)(=O)CC(COc1ccccc1)OC(=O)c1ccccc1 (stereo not drawn)	-1%	-1	-1%	-1%	-3%	-9%	-1%	16	-4%	-3%	.
CCOc1ccc(S(=O)(=O)N(C)CC(=O)NCc2ccccn2)cc1	-1%	-14	-8%	-1%	-4%	5%	1%	4	-9%	-3%	0%
CCC1CCCCN1CCNC(=O)c1[nH]c(C)c(C(C)=O)c1C (stereo not drawn)	1%	13	?	-4%	5%	-3%	-2%	3	-17%	1%	0%
COc1ccc2cc(C(=O)NCC3CCCO3)[nH]c2c1 (stereo not drawn)	5%	0	-3%	.	6%	-2%	-1%	4	0%	-2%	.

This is a subset. The share of hits here may be higher or lower than overall.
